From PubChem BioAssay
ADAM10 inh: human ADAM10 inhibitors, primary screen, biochemical, QFRET, HTS; recombinant ADAM10, EDANS/DABCYL FRET peptide cleavage, 3 h; inhibition, % at 7 µM; 0.62% of 370,000 active; AID 720582, 2013;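 active = inhibition above a per-campaign cutoff equal to the mean of compounds falling between control-based bounds plus 3 SD, cut at about 20% in these data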;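 note: 0% = DMSO wells while the 100% control is not disclosed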
ASAP1 inh: inhibitors of human ASAP1 ArfGAP activity, primary screen, biochemical, fluorescence polarization. inhibition, % at 16.5 µM. ASAP1-stimulated ARF1 GTP hydrolysis, GDP FP detection. AID 624377, 2012. 0.19% of 360,000 active. Arf-GAP with SH3 domain, ANK repeat and PH domain-containing protein 1 (Homo sapiens), …; in the data active = inhibition above about 25%;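 note: 0% = vehicle with enzyme and substrate and 100% = no enzyme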
DDE Tn6 FP inh: inhibitors of Tn6 peptide binding to fibrin DD(E), primary screen, biochemical, fluorescence polarization, human fibrin, Tn6 probe; 0.21% of 370,000 active; Fibrin DD(E) TRITC-Tn6 fluorescence polarization displacement; inhibition, % at 8.3 µM; Fibrinogen beta chain (Homo sapiens), P02675;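 active = inhibition above a per-campaign cutoff: mean of compounds within control limits plus 3 SD, cut at about 15% in these data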;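 note: 0% = median of all compound wells on the plate and 100% = blocking peptide control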
ADAM17 inh: ADAM17 inhibitors, primary screen, biochemical, QFRET. Disintegrin and metalloproteinase domain-containing protein 17 (Homo sapiens), P78536. recombinant ADAM17, EDANS/DABCYL FRET peptide cleavage. inhibition, % at 6.95 µM. 0.83% of 370,000 active. AID 720648, 2013;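 active = inhibition above the mean of compounds lying between control limits plus 3 SD, set per campaign, cut at about 8.5% in these data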;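 note: 0% = DMSO-only wells as the low control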
Tn7 DDE FP: inhibitors of Tn7 peptide binding to fibrin DD(E), primary screen, biochemical, fluorescence polarization, human fibrin, Tn7 probe | inhibition, % at 8.3 µM | FP displacement of FITC-Tn7 peptide from fibrin DD(E); 0% = median of compound wells per plate | 0.13% of 370,000 active | Fibrinogen beta chain (Homo sapiens), P02675;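 active = inhibition above the mean of compounds falling within the control limits plus 3 SD of them, cut at about 14% in these data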;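 note: 0% = plate median of compound wells and 100% = 10 µM Aha-Tn7 peptide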
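Assay system: human fibrin DD(E). Input: DD(E) 2 µM final. Medium: Tris buffer with calcium and detergent, pH 7.8. Compound dosing: single point at 8.3 µM. Timing: 10 min plus 3 h, room temperature. Technique: fluorescence polarization of the labelled Tn7 tracer. Read-out: percent inhibition. Replicates: singlicate testing.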
ARFGAP1 inhibitor: inhibitors of rat ARFGAP1 GAP activity, primary screen, biochemical, fluorescence polarization, GDP tracer. ADP-ribosylation factor GTPase-activating protein 1 (Rattus norvegicus), Q62848. Arfgap1-stimulated ARF1 GTP hydrolysis, GDP FP detection. inhibition, % at 16.5 µM. 0.26% of 360,000 active;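 active = inhibition above a per-plate limit, mean inhibition of low control wells plus 3 SD, cut at about 25% in these data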;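 note: 0% = DMSO wells with enzyme and 100% = wells lacking Arfgap1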
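Material – truncated rat Arfgap1 GAP domain · Buffer or medium – HEPES-based buffer, pH 7.5 · Reagent – human ARF1(Δ1-17)-GTP substrate · Dosing – 16.5 µM single point, 1.26% DMSO · Schedule – GTP hydrolysis reaction 2 h at 25 °C · Technique – GDP detection by fluorescence polarization · Benchmarks – No-Arfgap1 wells (100%) versus DMSO full-reaction wells (0%) · Repeats – single replicate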
TDP2 absorb: human TDP2 enzyme inhibitors, primary screen, biochemical, epi absorbance, recombinant enzyme | Tyrosyl-DNA phosphodiesterase 2 (Homo sapiens), O95551 | T5PNP hydrolysis, p-nitrophenol absorbance 415 nm | inhibition, % at 12.8 µM | 0.34% of 370,000 active | AID 720702, 2013;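 active = inhibition above the mean of all tested compounds plus 3 SD, set per campaign, cut at about 25% in these data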;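 note: 0% = DMSO with enzyme and 100% = buffer with substrate but no TDP2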
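test system = human TDP2 enzyme | input = TDP2 enzyme at 120 nM final | medium = 50 mM Tris-HCl pH 7.5 with Mg2+, KCl, DTT, BSA | also added = T5PNP substrate, 5 mM | times = 2 h at 37 °C | technique = epi absorbance | benchmarks = high control without enzyme, low control DMSO plus TDP2 | replication = each compound tested once, singlicate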
SIAE inh: human SIAE inhibitors, primary screen, biochemical, fluorescence polarization, FP-Rh probe, 1536-well HTS; SIAE FP-Rh probe binding; 0.69% of 370,000 active; Sialate O-acetylesterase (Homo sapiens), Q9HAT2; inhibition, % at 9.66 µM;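 active = inhibition above a cutoff: mean of compounds within the control limits plus 3 SD of those, cut at about 17% in these data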;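 note: 0% = plate median of compound wells and 100% = probe without SIAE protein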
PLCb3 inh: human PLC-beta3 inhibitors, primary screen, biochemical, fluorescence | 1-phosphatidylinositol 4,5-bisphosphate phosphodiesterase beta-3 (Homo sapiens), Q01970 | Purified PLC-beta3, fluorogenic substrate | inhibition, % at 12.2 µM | 0.18% of 370,000 active | AID 720704, 2013; in the data active = inhibition above about 11%;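 note: 0% = median of compound wells on plate and 100% = full blocker control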
PLCg1 inh: PLC-gamma1 enzyme inhibitors, primary screen, biochemical, fluorescence, purified enzyme; inhibition, % at 12.2 µM; 1-phosphatidylinositol 4,5-bisphosphate phosphodiesterase gamma-1 (Homo sapiens), P19174; fluorogenic substrate; 0.84% of 370,000 active; in the data active = inhibition above about 9.5%
Target sequence (P19174 whole entry, looked up): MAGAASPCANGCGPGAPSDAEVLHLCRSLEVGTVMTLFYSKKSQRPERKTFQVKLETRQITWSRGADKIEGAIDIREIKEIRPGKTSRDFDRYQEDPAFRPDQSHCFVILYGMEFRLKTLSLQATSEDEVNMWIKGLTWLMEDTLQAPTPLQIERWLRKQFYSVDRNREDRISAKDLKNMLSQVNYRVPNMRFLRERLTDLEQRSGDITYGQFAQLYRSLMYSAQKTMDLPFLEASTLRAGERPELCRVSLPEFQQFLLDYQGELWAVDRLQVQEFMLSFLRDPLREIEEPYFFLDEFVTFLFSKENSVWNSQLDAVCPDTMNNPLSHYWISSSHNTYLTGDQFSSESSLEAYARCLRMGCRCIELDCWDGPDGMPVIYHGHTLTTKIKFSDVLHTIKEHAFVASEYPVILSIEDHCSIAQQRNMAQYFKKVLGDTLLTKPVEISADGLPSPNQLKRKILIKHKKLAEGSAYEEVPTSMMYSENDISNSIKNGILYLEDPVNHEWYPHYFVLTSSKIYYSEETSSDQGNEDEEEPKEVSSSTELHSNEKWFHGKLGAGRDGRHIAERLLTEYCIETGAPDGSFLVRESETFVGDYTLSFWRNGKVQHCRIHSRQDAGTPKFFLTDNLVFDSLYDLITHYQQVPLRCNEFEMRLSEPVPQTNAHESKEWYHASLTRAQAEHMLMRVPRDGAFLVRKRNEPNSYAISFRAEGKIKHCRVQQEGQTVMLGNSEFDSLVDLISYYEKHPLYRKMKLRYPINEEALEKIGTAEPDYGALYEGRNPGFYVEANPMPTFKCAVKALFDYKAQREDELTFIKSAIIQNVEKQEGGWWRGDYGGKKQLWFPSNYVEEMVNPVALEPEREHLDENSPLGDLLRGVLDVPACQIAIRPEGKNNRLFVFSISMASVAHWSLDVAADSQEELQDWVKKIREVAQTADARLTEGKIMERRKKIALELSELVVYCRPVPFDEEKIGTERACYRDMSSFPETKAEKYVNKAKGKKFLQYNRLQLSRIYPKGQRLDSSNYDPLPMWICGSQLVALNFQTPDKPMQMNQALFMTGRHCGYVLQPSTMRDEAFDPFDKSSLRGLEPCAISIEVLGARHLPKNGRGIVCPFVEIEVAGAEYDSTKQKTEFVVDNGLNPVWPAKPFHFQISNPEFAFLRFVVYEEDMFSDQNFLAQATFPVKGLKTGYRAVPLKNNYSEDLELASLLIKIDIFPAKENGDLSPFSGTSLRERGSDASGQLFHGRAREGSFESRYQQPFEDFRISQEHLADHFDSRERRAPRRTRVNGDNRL
* hit, by the source's call; i = inactive.

1) Cc1ccsc1C(=O)OCC(=O)NCCc1ccccc1
2) CCOc1ccc(NS(=O)(=O)c2ccc(OCC(=O)NCCCOC)cc2)cc1
3) Cc1nn2c(=O)cc(CSc3ccccc3NC(=O)c3ccccc3)nc2s1
4) Cc1ccc(C(=O)Nc2nc(C)c(C(=O)N(C)C)s2)o1
5) c1nc(N2CCC3(CC2)OCCO3)c2[nH]cnc2n1
6) CCNC(=S)NNC(=O)c1csc2c1CCC(C)C2 (stereo not drawn)
7) O=C1C=C(N2CCCCC2)C2(CCCCC2)O1
8) COc1ccc(C(C)=O)cc1COc1ccc(-n2cnnn2)cc1
Compound	1	2	3	4	5	6	7	8
PLCg1 inh	1	1	0	-4	1	2	0	1
ADAM17 inh	-4	2	-5	0	0	-2	-3	-4
SIAE inh	5	6	-2	1	8	9	-3	-6
PLCb3 inh	-12	-2	-5	-11	2	-1	2	-3
ASAP1 inh	-1	4	0	-12	-7	-6	13	-1
ADAM10 inh	-15	-2	-6	1	-1	2	-1	-2
ARFGAP1 inhibitor	1	-1	1	10	11	0	-6	1
DDE Tn6 FP inh	-9	-3	10	8	-2	6	-2	-1
Tn7 DDE FP	-5	5	1	8	-3	-2	-2	8
TDP2 absorb	-12	-4	26*	-11	9	7	6	-8

9) CC1(C)CC(=O)C(Sc2nnc(-c3ccc(O)cc3)n2CC2CCCO2)C(=O)C1 (stereo not drawn)
10) Cc1ccc(C(=O)N/C(=C/c2ccco2)C(=O)Nc2cccc(C)c2)cc1
11) NC1=NC[C@H](Cc2ccc(O)cc2)N1CCc1cccc2ccccc12
12) N#C/C(=C\c1ccc[nH]1)C(=O)NCC1CCCO1 (stereo not drawn)
13) CS(=O)(=O)N1CCN(c2ccc(NC(=O)C(c3ccccc3)c3ccccc3)cc2)CC1
14) O=C(O)CCSc1ncnc2sc(-c3ccccc3)cc12
15) Cn1ncc2c(N3CCC(Cc4ccccc4)CC3)ncnc21
16) CC(=O)NC1=NN(C(C)=O)C(C)(c2cccnc2)S1 (stereo not drawn)
Compound	9	10	11	12	13	14	15	16
PLCg1 inh	1	-20	3	2	9.6*	-4	1	1
ADAM17 inh	-1	-2	-2	-1	13*	-9	2	-4
SIAE inh	3	5	8	4	-1	-3	-1	-1
PLCb3 inh	1	-32	2	-3	6	-9	-2	-7
ASAP1 inh	5	12	1	-9	19	0	4	13
ADAM10 inh	-4	-2	-4	2	17	-24	-2	-6
ARFGAP1 inhibitor	-11	-3	8	-6	4	3	-15	2
DDE Tn6 FP inh	9	0	-3	1	3	9	-2	-9
Tn7 DDE FP	10	6	-1	11	-4	-1	-3	-3
TDP2 absorb	15	-5	-7	-6	-18	7	7	11

17) COc1ccc(-n2c(-c3ccc(Br)cc3)nc(=S)c3c2CCCC3)cc1
18) CCn1c(=O)cc(SCC(=O)N2CCN(Cc3ccc4c(c3)OCO4)CC2)c2ccccc21
19) O=C1CC2(CCN(C(=O)c3ccc(Br)cc3)CC2)Oc2ccccc21
20) Cn1c(=O)c2c(nc(NCCNC(=O)c3ccco3)n2Cc2ccccc2)n(C)c1=O
21) NS(=O)(=O)c1ccc(CNc2ncnc3sccc23)cc1
22) COc1cccc(-c2nc(-c3ccc(NC(=O)c4cccs4)cc3)no2)c1
23) S=c1[nH]nc(-c2cc(-c3ccsc3)n[nH]2)n1-c1cccc2ccccc12
24) CCN(c1ccccc1)S(=O)(=O)c1ccc(C(=O)Nc2nnc(C3CC3)o2)cc1
Compound	17	18	19	20	21	22	23	24
PLCg1 inh	-2	2	-20	3	-15	0	-2	-5
ADAM17 inh	-2	-3	-32	-1	-4	-2	1	6
SIAE inh	5	4	5	3	-1	-5	2	-7
PLCb3 inh	-2	-9	-26	-3	-28	1	-2	-3
ASAP1 inh	7	8	2	-6	0	0	15	-1
ADAM10 inh	-2	-8	-93	4	-10	6	23*	7
ARFGAP1 inhibitor	6	2	15	5	-5	8	-4	6
DDE Tn6 FP inh	4	-2	-6	1	0	-5	-1	-2
Tn7 DDE FP	5	-8	2	-4	1	2	8	-4
TDP2 absorb	-1	1	-11	-2	-16	5	6	-14

25) CCN(CC)C(=O)C1CCCN(Cc2ccc(F)c(F)c2)C1 (stereo not drawn)
26) CN(C)c1ccc(/C=C/c2c([N+](=O)[O-])c(=O)n(C)c(=O)n2C)cc1
27) CC(C)(C)NC(=O)CSc1nc(-c2ccc(F)cc2)cs1
28) O=C(CCn1nnc2ccccc21)NNC(=O)C1CCCCC1
29) CC(=O)N1CCN(C(=O)c2cc3ccccc3o2)CC1
30) COc1cc(NC(=O)CCCNC(=O)Cn2cnc3sc4c(c3c2=O)CCCC4)cc(OC)c1OC
31) Cn1c(Cl)c(C(=O)Nc2ccccc2)c2ccccc21
32) CC(C)(C)c1ccc(C(=O)N2CCC(C(=O)NCC3CCCO3)CC2)cc1 (stereo not drawn)
Compound	25	26	27	28	29	30	31	32
PLCg1 inh	0	-53	9	3	-1	1	1	7
ADAM17 inh	-5	-35	9.1*	0	-4	-2	-3	-1
SIAE inh	8	7	-14	4	1	-6	-2	-2
PLCb3 inh	-1	-73	-5	4	-7	-2	-1	4
ASAP1 inh	2	9	0	0	7	-3	5	-19
ADAM10 inh	2	-96	3	-1	4	-6	-5	16
ARFGAP1 inhibitor	1	-2	-1	-4	8	-9	1	-6
DDE Tn6 FP inh	7	4	4	-5	-10	8	-8	2
Tn7 DDE FP	8	1	0	-1	4	1	3	1
TDP2 absorb	6	-6	-33	17	-12	20	-2	-4

33) CC(C)(C)c1cc(C(=O)Nc2cccc3ccccc23)ccn1
34) CCc1c2ccccc2nn1-c1ccccc1C(=O)C(C)=O
35) O=C(Nc1ccccc1C(=O)NCc1ccccc1)C1=CSCCO1
36) CCCCc1c(-c2ccccc2OC)ncn1Cc1ccc(C)cc1
37) COc1ccccc1CCNC(=O)C1CCN(c2nnc(C)c3c(C)n(-c4ccc(C)cc4)nc23)CC1
38) O=C1CCCN1CCc1cccc2ccccc12
39) Cc1ccc(Cl)cc1NC(=O)C(Cc1ccccc1)N1C(=O)C2C3CCC(C3)C2C1=O (stereo not drawn)
40) Cc1ccc(CS(=O)(=O)CCC(=O)NCCCN2CCCC2)cc1
Compound	33	34	35	36	37	38	39	40
PLCg1 inh	3	1	2	-5	-60	6	2	-1
ADAM17 inh	-2	-2	-4	-1	-46	2	-2	-3
SIAE inh	-2	3	-4	13	0	-1	-4	2
PLCb3 inh	1	0	-8	0	-100	5	2	2
ASAP1 inh	2	-14	-4	-1	-5	-6	-5	-2
ADAM10 inh	2	0	-7	-1	-156	5	0	-5
ARFGAP1 inhibitor	5	4	15	-10	-5	-7	15	-1
DDE Tn6 FP inh	-7	-9	7	2	-5	4	2	-4
Tn7 DDE FP	2	-5	-6	13	6	1	5	1
TDP2 absorb	7	-10	-14	-1	13	-7	-1	6

41) COC(=O)c1nn(-c2ccc3c(c2)CCN3C(C)=O)cc1O
42) Cc1ccc(Cc2c(C3CCCCC3)nc3cc(C)c(Br)c(C)n23)cc1
43) CC(=O)OC[C@H]1O[C@@H](n2ccc(=O)[nH]c2=S)C(OC(C)=O)C1OC(C)=O (stereo partly drawn)
44) CCn1c(CCCNC(=O)c2ccco2)nc2ccccc21
Compound	41	42	43	44
PLCg1 inh	i	0	9.8*	2
ADAM17 inh	-445	4	3	-1
SIAE inh	2	2	5	0
PLCb3 inh	i	-4	2	-2
ASAP1 inh	4	-2	4	0
ADAM10 inh	i	2	18	-3
ARFGAP1 inhibitor	7	7	-8	-2
DDE Tn6 FP inh	2	-9	1	0
Tn7 DDE FP	-9	-13	-6	-6
TDP2 absorb	2	-6	-7	-5
